Compound activity deposited in PubChem BioAssay by several laboratories.
KLF5 inhibitor: kruppel-like factor 5 inhibition. DLD-1 KLF5 promoter-luciferase reporter, luminescence. inhibition, % at 5 µM. 290,000 tested, 0.23% active. AID 1700;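 active = inhibition above a per-plate limit of that plate's mean compound inhibition plus 3 SD, cut at about 60% in these data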;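 note: 0% = DMSO wells and 100% = LY294002 at 200 µM; higher means less KLF5 promoter-driven luciferase light; inactives centre near -14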
HSF-1 act: increases HSF-1 driven luciferase reporter signal | activation, % at 9 µM | AID 504408 | 300,000 tested, 1.7% active | NIH3T3-HGL HSF-1 luciferase reporter, MG132, 8 h; 100% = twice DMSO control signal;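 active = mean replicate activation of at least 50% with a set share of replicates each reaching 50%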;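 note: 0% = median of the neutral control wells and 100% = twice that signal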
HSF1 inhib: HSF1 inhibition | NIH3T3-HGL HSE-luciferase, MG132-induced, luminescence 8 h; stronger effect = lower value | activity change, negative = inhibition, % at 7.5 µM (by protocol) | 300,000 tested, 0.77% active;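 active = more than half of replicate wells show activity change below -50%, luminescence cut by over half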;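 note: luciferase reports HSF-1 transcriptional activity via heat shock element; 0% = median of DMSO wells and -100% = zero luminescence signal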
IEC-6 tox: IEC-6 cytotoxicity, counter-screen for KLF5 inhibitors. luminescence viability. 290,000 tested, 0.78% active. inhibition, % at 5 µM; in the data active = inhibition above about 22%;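 note: 0% = plate median of test compound wells and 100% = cytotoxic reference compound wells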
aSyn UTR inh: 5' untranslated region of α-synuclein, MLPCN primary screen. alpha-synuclein 5'UTR reporter, inhibitor activity. inhibition, % (tested at 7.5 µM). 300,000 tested, 0.82% active. AID 1813; in the data active = inhibition above about 60%;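 note: H4 neuroglioblastoma cells stably carrying SNCA 5'UTR luciferase fusion; 0% = DMSO wells and 100% = positive control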
GSK3 alpha inh: blocks human GSK-3 alpha kinase | ADP-Glo luminescence, 60 min | inhibition, % at 10 µM | 320,000 tested, 0.1% active | AID 2650;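 in the data active = inhibition above about 50%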;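 note: GST-tagged GSK-3 alpha with peptide substrate and 25 µM ATP; 0% = DMSO neutral wells and 100% = GW8510 positive control wells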
Target sequence (P49840 whole entry, looked up): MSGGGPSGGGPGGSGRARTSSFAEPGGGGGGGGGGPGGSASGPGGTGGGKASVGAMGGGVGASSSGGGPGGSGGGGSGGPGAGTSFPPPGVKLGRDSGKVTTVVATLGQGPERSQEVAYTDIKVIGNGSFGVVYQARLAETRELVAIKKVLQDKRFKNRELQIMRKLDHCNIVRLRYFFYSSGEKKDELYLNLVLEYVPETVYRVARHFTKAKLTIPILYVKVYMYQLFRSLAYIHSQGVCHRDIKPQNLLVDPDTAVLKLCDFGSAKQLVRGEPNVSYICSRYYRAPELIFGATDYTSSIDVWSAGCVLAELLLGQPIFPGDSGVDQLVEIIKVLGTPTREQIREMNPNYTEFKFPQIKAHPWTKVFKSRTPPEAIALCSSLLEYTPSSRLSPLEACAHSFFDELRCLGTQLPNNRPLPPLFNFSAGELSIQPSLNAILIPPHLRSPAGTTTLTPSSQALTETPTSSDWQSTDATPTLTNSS
GSK3B inh: inhibitors of human GSK3beta kinase; GST-GSK3beta kinase, ADP-Glo luminescence, 60 min; stronger effect = lower value; activity score (negative = inhibition), % at 10 µM; 300,000 tested, 0.038% active; AID 2097;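 active = more than half of replicate wells score below -50%, meaning over 50% inhibition versus plate controls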;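 note: 0% = median DMSO wells and -100% = median GW8510 positive control wells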
Target sequence (P49841 whole entry, looked up): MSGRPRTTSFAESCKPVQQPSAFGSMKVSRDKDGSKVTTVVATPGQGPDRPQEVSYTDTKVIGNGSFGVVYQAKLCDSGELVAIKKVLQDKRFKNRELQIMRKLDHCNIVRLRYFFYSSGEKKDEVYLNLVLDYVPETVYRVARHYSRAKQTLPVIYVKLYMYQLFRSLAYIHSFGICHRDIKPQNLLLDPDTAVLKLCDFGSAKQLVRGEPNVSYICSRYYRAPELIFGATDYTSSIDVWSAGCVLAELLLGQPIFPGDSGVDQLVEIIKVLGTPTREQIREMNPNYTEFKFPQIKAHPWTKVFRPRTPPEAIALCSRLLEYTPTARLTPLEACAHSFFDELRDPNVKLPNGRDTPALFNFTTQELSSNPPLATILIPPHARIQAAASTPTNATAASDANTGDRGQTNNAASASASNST
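Test system: GST-fused GSK3beta enzyme, cell-free | Quantity: 1.6 ng GST-GSK3beta enzyme per well | Reagent: 25 µM ATP with peptide substrate | Schedule: 60 min enzyme reaction, room temperature | Signal: Luminescent ADP-Glo measurement of ADP formed | Read-out basis: Score relative to plate controls | Control set: DMSO and 20 µM GW8510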
HSP90 inh: blocks HSP90-mediated luciferase refolding in reticulocyte lysate; Rabbit reticulocyte lysate, luciferase refolding luminescence, 3 h; inhibition, % at 5.6 µM; 290,000 tested, 0.91% active;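 active = inhibition above the screen-wide mean plus 3 SD, computed separately per campaign, cut at about 16% in these data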;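 note: 0% = DMSO wells and 100% = 60 µM geldanamycin wells; inhibitors lower the luminescence because luciferase stays unfolded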
Platelet DG rel: platelet dense granule release activity. human platelet-rich plasma, SFLLRN dense granule ATP release, luminescence. inhibition, %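 (compounds screened at 7.5 µM in platelet-rich plasma)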. 300,000 tested, 0.22% active. AID 1663;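 active = mean replicate score, as percent of positive control, at or above 50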
DYRK1A inh: Dyrk1A (rat) kinase inhibition. Q63470. 310,000 tested, 0.43% active. AID 504441. ADP-Glo luminescence, NFATc1 peptide. inhibition, % at 12.5 µM; in the data active = inhibition above about 50%;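 note: plate controls were vehicle with enzyme for no effect and no enzyme for full effect; many of its hits are not listed in these tables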
Active calls of the source: *; x = no result given. These rows are one share of the data. The share of hits here may be higher or lower than overall.

Values run as follows: KLF5 inhibitor	DYRK1A inh	GSK3B inh	HSF1 inhib	aSyn UTR inh	GSK3 alpha inh	Platelet DG rel	HSF-1 act	IEC-6 tox	HSP90 inh
COc1ccccc1C(=O)Nc1ccnn1C1CCN(CCCc2ccccc2)CC1
    5	4	5	2	2	-1	8	25	3	-2
CCCn1c(SCC(=O)Nc2ccc(Cl)cn2)nnc1C1CC1
    -24	3	-7	-7	-1	32	-35	-3	-3	4
O=C(NCc1ccc(Cl)cc1)C1CCN(C(=O)c2ccco2)CC1
    -9	-2	2	1	14	-2	8	10	1	3
CCOc1ccc(N2C(=O)CC(N3CCC(O)(c4ccc(Br)cc4)CC3)C2=O)cc1 (stereo unspecified)
    -47	-4	0	-20	24	-1	4	-29	-7	3
CC/C(=N\NC(=O)c1c(-c2ccccc2)noc1C)c1ccc(C)o1
    -13	-1	1	-7	10	0	-14	4	0	1
O=C(CCCn1c(=O)[nH]c2cc(Cl)ccc2c1=O)NCCN1CCN(c2ccccc2)CC1
    4	-6	0	5	1	0	-1	8	-6	-1
Cc1nn2c(N3CCN(CCO)CC3)c3c(nc2c1-c1ccccc1)CCCC3
    -2	-8	-2	x	x	-2	x	x	-3	5
CCCCn1nnnc1SCC(=O)NCc1ccccc1
    -13	-1	2	0	-5	-1	-3	6	-2	-7
CC(C)NC(=O)c1ccccc1NC(=O)/C=C/c1ccc([N+](=O)[O-])cc1
    19	-1	1	6	-11	x	-7	18	-1	-1
Cc1cc(F)ccc1S(=O)(=O)N1CCCOC1CNC(=O)C(=O)NCCc1ccccc1 (stereo unspecified)
    -38	2	0	6	17	2	-15	9	0	-3
COCCN(C(=O)c1ccc2ccccc2c1)c1c(N)n(Cc2ccccc2)c(=O)[nH]c1=O
    -23	x	1	-2	0	-2	10	15	5	1
CCN(CC)C(=O)c1c(-c2ccccc2)oc2ccc(O)cc12
    1	1	-1	-2	-5	2	0	8	-8	-4
COC(=O)c1cc(C)ccc1OCc1ccc([N+](=O)[O-])cc1
    -6	9	3	11	-79	-2	-4	8	-2	-5
Cc1nn(Cc2noc(C(=O)NCC3CCCO3)n2)c(C)c1Br (stereo unspecified)
    -9	-3	3	-4	1	x	7	-4	0	-4
CCCN1CCN(CCCNC(=O)c2cc3c(=O)[nH]c4ccccc4c3s2)CC1
    -6	5	3	15	-10	2	-11	20	10	1
Cn1cc(CC(=O)NCCN2CCOCC2)c2ccccc21
    -2	-4	-1	-8	8	4	-12	7	-4	3
COc1ccc(/C=N/NC(=O)CCSc2nc3ccccc3s2)cc1OC
    22	4	5	-36	-4	2	-1	-45	-1	1
Cc1cccc(NC(=O)C(=O)NCC2CCCN2S(=O)(=O)c2cccs2)c1C (stereo unspecified)
    x	-2	1	2	-1	0	-1	13	x	x
CC1CCN(c2nc3c(c(=O)[nH]c(=O)n3C)n2Cc2ccccc2Cl)CC1
    -41	-2	-2	-1	10	x	9	17	-6	0
O=C(c1ccc(OC2CCN(CCc3ccccc3)CC2)cc1)N1CCCC1
    -3	3	0	-1	11	-1	6	-12	-6	-1
O=C(OC(C(=O)Nc1cccc(C(F)(F)F)c1)c1ccccc1)C1CCCCC1 (stereo unspecified)
    -23	-2	x	x	x	2	x	x	-2	-8
COc1cc(NC(=O)COC(=O)CSc2ccccc2F)c(C)cc1[N+](=O)[O-]
    12	0	2	-2	-3	0	1	17	0	0
Cc1ccc2nc(Cn3cc(C(F)(F)F)cc(Cl)c3=O)cc(=O)n2c1
    -15	1	3	-5	1	0	0	-5	-7	0
COCCNC(=O)c1onc(CSc2nc3ccccc3[nH]2)c1C(=O)NCCOC
    -17	-4	-1	-1	39	-3	4	3	0	-1
O=C(O)CCC(=O)N1CCN(c2ccccn2)CC1
    -27	0	-5	-5	8	-2	-4	-6	1	1
COC(=O)N/N=C/c1cccc(OCCSc2ccc(Cl)cc2)c1
    -127	3	2	23	-82	-1	2	57*	2	5
COc1ccc(CCN2CCCC(CN(C)Cc3cc(OC)c(OC)c(OC)c3)C2)cc1 (stereo unspecified)
    -34	2	5	0	-3	-1	-4	-8	3	-1
Cc1ccc(S(=O)(=O)N2CCOCC2)cc1NC(=O)CN(C)C1CCS(=O)(=O)C1 (stereo unspecified)
    8	15	0	-5	18	-1	-2	-14	-4	5
COc1ccc(S(=O)(=O)N2CCCCCC2)cc1C(=O)N(C)Cc1ccc(OC)c(OC)c1OC
    x	-2	0	2	-7	-3	0	21	x	x
CCOc1ccc2nc(SCC(=O)NC(=O)NCc3ccco3)[nH]c2c1
    4	5	1	0	20	-3	-4	3	-5	1

Later entries.
Values run as follows: KLF5 inhibitor	DYRK1A inh	GSK3B inh	HSF1 inhib	aSyn UTR inh	GSK3 alpha inh	Platelet DG rel	HSF-1 act	IEC-6 tox	HSP90 inh
COc1ccc(C(=O)C2CCCN(Cc3ccc(Sc4nncn4C)o3)C2)cc1F (stereo unspecified)
    -16	4	7	0	-25	-3	9	-3	-5	-1
Cc1nn(C)cc1CNC(=O)C1CCC(=O)N(Cc2cccc(C(F)(F)F)c2)C1 (stereo unspecified)
    -32	-1	4	2	26	1	7	15	-2	-5
COc1ccc(/C=N/NC(=O)c2ccccc2O)cc1Cn1nnc2ccccc21
    -28	-4	2	1	10	-2	17	-2	3	1
CCc1nnc(NC(=O)CSc2nnc(-c3ccoc3C)n2-c2cccc(C)c2)s1
    -36	20	1	-1	-14	1	x	-11	-5	0
COc1ccc(CCNC(=O)COC(=O)c2ccc(Br)o2)cc1
    -9	-1	1	2	-15	-4	0	-3	0	1
O=C1C(Oc2ccccc2)C(c2ccc3c(c2)OCO3)N1CCc1ccc(F)cc1 (stereo unspecified)
    -3	2	-6	10	34	0	-15	19	1	-1
COc1ccc(CCN(C)C(=O)c2cccc(S(=O)(=O)NCc3ccccc3)c2)cc1OC
    -8	2	-2	-3	26	1	-3	-7	5	1
COc1ccc(OCCCC(=O)OCC(=O)Nc2ccc(Cl)cn2)cc1
    x	17	0	-6	-11	-1	2	-10	x	x
COC(=O)C1CSc2[nH]c(=O)sc2C1c1ccc(O)c(OC)c1 (stereo unspecified)
    21	13	0	1	3	-4	-2	-3	-6	-1
Oc1c(C=Nc2cccnc2)sc2ccccc12
    -5	42	-4	13	-11	5	12	17	4	23*
COc1ccc(C(c2nnnn2C2CCCCC2)N2CCN(c3ccc(OC)cc3)CC2)cc1 (stereo unspecified)
    -21	3	2	15	8	-1	1	31	-3	-2
CCC(C)NC(=O)C(=O)NCC1CCCN1CC (stereo unspecified)
    -28	-7	x	0	3	-3	9	4	2	4
O=C1C=C(O)C(n2cncn2)C(c2ccc(F)cc2)C1 (stereo unspecified)
    -25	x	0	-3	-20	-4	7	-16	2	-1
Cc1ccc(NC(=O)CNC(=O)C2CCCCC2)nc1
    x	-8	2	-3	7	0	3	1	x	x
CCC(C)NC(=O)NC1C(NC(=O)NC(C)CC)N(C)C(=O)N1C (stereo unspecified)
    -23	-4	1	-1	4	1	-9	-2	4	2
O=C(c1ccc2c(c1)OCO2)C1CCCN(C(=O)Nc2ccc(F)cc2F)C1 (stereo unspecified)
    -14	x	2	x	-11	-2	-3	x	3	0
Cc1cc(C)n2nc(C(=O)OCC(=O)N(C)Cc3ccccc3)nc2n1
    x	4	1	-3	0	-2	1	4	x	x
Cc1ccc(NC(=S)NCC(C)CSc2ccc(Cl)cc2)cc1 (stereo unspecified)
    -35	-6	-2	11	16	0	10	-1	4	4
O=C(CCN1CCN(CCO)CC1)Nc1ccc(Br)cc1
    -12	-1	1	-2	-13	-2	27	-2	6	-2
COc1ccc(-c2ccc(-c3nnn(CC(C)=O)n3)cc2)cc1
    -118	3	1	25	-189	0	0	42	3	5
CC(=O)c1ccc(N=C2SCCCN2C(=O)C2CCCC2)cc1
    -13	-4	2	3	-21	-3	3	-8	3	1
CCN1CCN(C(=O)c2cc3ccc(OC)cc3[nH]2)CC1
    -58	-8	2	1	-135	-1	-4	10	4	11
CCC(=O)NCCc1nc2cc(NC(=O)c3ccc(F)cc3)ccc2n1C
    -77	9	-2	5	-122	-2	2	30	-1	5
COc1ccc2[nH]c(=O)c(CN(Cc3cccnc3)S(=O)(=O)c3ccccc3F)cc2c1
    36	-2	-1	-52*	17	-4	17	-64	12	1
O=S(=O)(NCCCCCNS(=O)(=O)c1ccccc1)c1ccccc1
    -15	2	2	-6	5	2	-5	1	0	2
CC(C(=O)NCc1cccs1)N1C(=O)c2ccccc2C1=O (stereo unspecified)
    -3	2	3	1	-8	x	1	-2	2	2
O=C(N=C1SC2CS(=O)(=O)CC2N1c1cc(Cl)ccc1Cl)C1CCCO1 (stereo unspecified)
    -11	x	2	-4	8	-21	-3	-8	-5	-4
CC(C)Cn1nc(NS(=O)(=O)c2cccc3nonc23)c2cc3ccccc3nc21
    -7	2	-1	1	23	-4	0	-22	5	6
O=C(CCNc1ccccc1)c1cccc([N+](=O)[O-])c1
    -21	9	-1	6	-45	-4	12	-11	2	0
Cc1noc(N)c1C1(O)C(=O)Nc2c(Cl)cc(Cl)cc21 (stereo unspecified)
    -10	4	3	-7	-4	-2	-2	5	1	1

Just Platelet DG rel and HSF-1 act, for some of the entries so far:
molecule | Platelet DG rel | HSF-1 act
CCC(=O)NCCc1nc2cc(NC(=O)c3ccc(F)cc3)ccc2n1C | 2 | 30
COc1ccc2[nH]c(=O)c(CN(Cc3cccnc3)S(=O)(=O)c3ccccc3F)cc2c1 | 17 | -64

(listing goes on)
Values run as follows: KLF5 inhibitor	DYRK1A inh	GSK3B inh	HSF1 inhib	aSyn UTR inh	GSK3 alpha inh	Platelet DG rel	HSF-1 act	IEC-6 tox	HSP90 inh
CC1=C(C(=O)Nc2ccccc2C(=O)NCc2ccccc2)SCCO1
    -3	-1	3	0	7	0	14	1	-3	3
CCCCc1ccc(-c2nc(-c3ccncc3)no2)cc1
    -84	3	-1	19	91*	0	-9	21	0	-6
COCCCn1cnc2c(c1=O)c1nc3ccccc3nc1n2CCc1ccccc1
    -6	1	-8	1	-18	x	11	27	-15	-1
Cn1cccc1Cc1nnc(SCC(=O)Nc2ccccc2)n1-c1ccc(F)cc1
    1	20	-2	4	4	1	2	1	-1	-5
COc1ccc(N2CCN(C(=O)CSc3nnc4c(C)cc5ccccc5n34)CC2)cc1
    4	1	-1	-5	20	-1	-18	20	0	-1
Cc1ccc(NC(=O)CS(=O)CC(=O)N2CCN(c3ccccc3)CC2)cc1 (stereo unspecified)
    -22	-2	-1	-3	17	-2	6	-9	4	1
Cc1c(NC(=O)c2cccc(S(=O)(=O)N3CCOCC3)c2)c(=O)n(-c2ccccc2)n1C
    -29	1	-5	-5	-6	3	-16	-15	4	6
Cc1cc(C)n(CC(=O)Nc2ccc([N+](=O)[O-])cc2)n1
    1	-6	1	-11	10	-2	-2	-4	2	1
CCOC(=O)C(C(=O)Nc1ccccc1)C1CCCCC1 (stereo unspecified)
    -53	5	3	1	6	0	-14	-12	4	0
Cn1c(NC(=O)c2ccc(F)cc2)c(-c2cccs2)c(=O)c2ccccc21
    -30	-3	-2	x	x	0	x	x	8	2
CC1CCCCC1NC(=O)CN1C(=O)NC(Cc2ccccc2)(Cc2ccccc2)C1=O (stereo unspecified)
    -18	1	1	-2	1	-2	-5	-7	2	-1
